# Hep lipid drop = inhibitors of hepatocyte lipid droplet formation, primary screen, imaging, high-throughput imaging, BODIPY stain. AML12 mouse hepatocytes, oleate lipid droplets. inhibition, % at 6.5 µM. actives 0.4% (n = 240,000);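 active = lipid droplet intensity inhibited by at least 50%, with more than 500 cells counted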
#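 Test system: AML12 hepatocytes (mouse); reagent: oleate loading, 100 µM; dosing: one dose, 6.5 µM compound; incubation: overnight exposure; signal: fluorescence imaging, 20x objective, two fields per well; read-out basis: % inhibition of corrected integrated BODIPY droplet signal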
# b-catenin transl = modulators of beta-catenin nuclear translocation, primary screen, imaging, HeLa cells, immunofluorescence, high-content; nuclear translocation activity, % at 5 µM; actives 0.3% (n = 190,000);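 active = nuclear translocation activity above 50% at 5 µM, with a well cell count of 50 or more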;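 note: per-cell ratio of nuclear to cytoplasmic median beta-catenin stain intensity; plate controls were DMSO negative control for no effect and GSK-3 inhibitor IX positive control for full effect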
#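 assay system = human HeLa cells, endogenous beta-catenin | times = compound treatment 24 h, 37°C, 5% CO2 | detection = Anti-beta-catenin immunofluorescence on PFA-fixed, Triton-permeabilized cells, DAPI nuclei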
# Ins promoter up = insulin promoter activators in MIN6 cells, imaging, high-content screening, mouse beta cells; MIN6 insulin promoter-GFP reporter; stronger effect = higher value; z-score at 5 µM; actives 0.3% (n = 190,000); AID 1625, 2009;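 active = z-score above 3 at 5 µM with at least 500 cells counted in the well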
# MT stabilizer = microtubule stabilizers in HeLa cells, primary screen, imaging, high-content imaging; HeLa tubulin immunostaining HCS, 24 h; share of cells brighter than vehicle mean+2SD; % tubulin-high responders, % at 10 µM; actives 0.83% (n = 200,000);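 active = plate Z-score above 3 for both tubulin-high and condensed-nucleus cell shares, with cell loss under 80%, at 10 µM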;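 note: anti alpha tubulin signal scored within the nucleus-defined area of each cell; some results filed as inactive read as strong as hits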
# T cell modulator = modulators of CD8 T cell-vesicle binding, primary screen, mouse 2C CD8+ T cells, flow cytometry; 2C CD8+ T cell-vesicle binding; stronger effect = lower value; calls only at 7 µM; actives 0.068% (n = 330,000);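 active = response, share of CD8 T cells binding vesicles, and their 90th percentile fluorescence all below set limits, cut at about 80% in these data, passing the limit was not always enough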
#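 incubation = binding step 1.5 h, 37 °C, antibody labelling 20 min, ice | test system = 2C mouse CD8+ T cells | read-out basis = percent CD8+ FL2 mean versus row control | controls = Peptide-free naked vesicles (low) and QL9 vesicles with 0.7% DMSO vehicle (high) | detection = flow cytometry of vesicle-bound cells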
# human PMI inhibition = inhibitors of human PMI, primary screen, biochemical, fluorescence intensity, coupled assay (AID 1209) | Mannose-6-phosphate isomerase (Homo sapiens) | purified PMI enzyme, coupled fluorescence intensity; higher % means a stronger effect | inhibition, % at 20 µM; hits with a dose series show IC50 in µM | actives 0.42% (n = 190,000);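 note: plate controls were DMSO vehicle for no effect and wells lacking substrate for full effect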
# TNAP activators = human TNAP enzyme activators, primary screen, biochemical, luminescent, no phosphate acceptor, uHTS (AID 1001) | purified TNAP, luminescent activation assay, no phosphate acceptor; higher activation fold means a stronger effect | activation fold at 20 µM; hits with a dose series show EC50 in µM | actives 0.03% (n = 200,000); in the data active = activation fold from about 3, or a potency from the dose series; inactive = the rest, 99 in 100 with activation fold below about 1.6; note: many of its hits are not listed in these tables
# Autophagy HCS = autophagy modulators in MEF cells, primary screen, imaging, high-content, MEF GFP-LC3; MEF GFP-LC3 puncta imaging; test concentration mostly 10 µM; calls only at 10 µM (by protocol); actives 0.98% (n = 190,000); AID 463193, 2010;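 active = percentage of spot-positive cells more than 3 SD above its plate mean, without a fluorescence outlier flag or 80% toxicity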;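 note: spot-positive cell cutoff set from DMSO-treated cells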
# PMI inhibition = human PMI inhibitors, high substrate, primary screen, biochemical, fluorescence intensity, high mannose 6-phosphate (AID 1220); Mannose-6-phosphate isomerase (Homo sapiens); recombinant PMI enzyme, coupled fluorescence intensity; higher % means a stronger effect; inhibition, % at 20 µM; hits with a dose series show IC50 in µM; actives 0.66% (n = 190,000)
# Ins promoter up cell count = further read-out of Ins promoter up, marked with its call; cell count; measured here: cytotoxicity, nuclei count;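 total cells summed across four imaged fields per well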
# Hep lipid drop cells 6.5 µM = recorded beside Hep lipid drop, whose call it bears; cell count; measured here: cell count, cytotoxicity flag;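 cells counted across two imaged fields per well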
# b-catenin transl cell count 5 µM = also measured in b-catenin transl; calls as there; cell count; measured here: cell count, cytotoxicity flag
# T cell modulator vesicle-bound % = also measured in T cell modulator; calls as there; double positive events, %; measured here: CD8+ vesicle-bound cell fraction;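 binding gate set so that unloaded-vesicle control wells show 10% double positive cells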
# MT stabilizer Hoechst-high % = second read-out of MT stabilizer, no call of its own (marks repeat the call); % Hoechst-high responders; measured here: nuclear condensation Hoechst responders;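 share of cells brighter than vehicle mean plus two SD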
# MT stabilizer cytotoxicity % = further read-out of MT stabilizer, marked with its call; toxicity, %; measured here: cytotoxicity by cell density;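 0% = mean cell density of plate MIN control wells and 100% = no cells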
# Autophagy HCS cell loss 18 h = second read-out of Autophagy HCS, no call of its own (marks repeat the call); toxicity, %; measured here: cell loss, nuclei count;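 cell loss after 18 h compound exposure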
# * = called active by the depositor; i = inactive; . = not tested or not shown; + = active, no number. Cut-off read from the data, not from the text of the source, unless noted: active = inhibition above about 50%; inactive = the rest. Compounds were not picked by outcome; overall some 2.9% were active at least once.
SMILES,Hep lipid drop,Hep lipid drop cells 6.5 µM,b-catenin transl,b-catenin transl cell count 5 µM,Ins promoter up,Ins promoter up cell count,MT stabilizer,MT stabilizer Hoechst-high %,MT stabilizer cytotoxicity %,T cell modulator,T cell modulator vesicle-bound %,human PMI inhibition,TNAP activators,Autophagy HCS,Autophagy HCS cell loss 18 h,PMI inhibition
Cc1ccc(NC(=S)Nc2ccc(S(=O)(=O)N3CCOCC3)cc2)cc1S(=O)(=O)N1CCOCC1,6,689,-5.7,1122,-0.76,1228,1.9,2.4,10,i,48,1%,1.3,i,6,-1%
CCOC(=O)c1c(NC(=O)CSc2c[nH]c3ccccc23)sc2c1CCCC2,0,628,-3.5,570,-0.48,1039,4.7,2.5,7.5,i,50,1%,1,i,-4,1%
O=C(Nc1ccccc1C(=O)N1CCCC1)c1ccc(Cl)c([N+](=O)[O-])c1,2,581,-0.9,957,-0.24,1100,1.6,0.9,0.1,i,68,-9%,1.1,i,-11,-4%
CC(=O)C1=C(C)NC(SCC(=O)c2ccc(C)cc2)=C(C#N)C1c1ccco1 (stereo not given),-3,657,5.2,1084,0.5,1144,2.8,2.9,13,i,46,0%,1,+,-4.3*,-36%
Cc1nc(NC(=S)Nc2ccccc2)sc1C,10,645,-0.1,967,.,.,3.5,1.5,6.2,i,61,18%,1.4,i,15,19%
O=C(c1ccc(CNS(=O)(=O)c2cccc(Cl)c2)cc1)N1CCCC1,3,625,-2.0,1108,-0.22,1561,2.1,1.2,6.5,i,46,-4%,1.1,i,-23,-13%
N#CC(c1ccc(Cl)cc1)c1ccc2c(C(F)(F)F)cc(C(F)(F)F)nc2n1 (stereo not given),59*,530*,.,.,.,.,3.8,0.5,19,i,55,15%,0.9,+,27*,6%
COc1ccc(O)c(C=Nc2cc(NC(C)=O)c(Cl)cc2Cl)c1,-8,677,.,.,1.4,1251,3.0,1.5,9.0,i,42,8%,1,i,-16,19%
COc1c(Cl)cc(C(=O)Nc2ccccc2C(=O)O)cc1Cl,.,.,-2.3,1319,0.61,1355,1.0,1.4,9.7,i,5,-1%,1.1,i,29,1%
CC(C)CC(c1nnnn1Cc1cccs1)N1CCN(c2nc3ccccc3s2)CC1 (stereo not given),-34,730,-1.4,1078,-1.6,672,2.0,1.6,11,i,35,10%,1.1,i,-6,9%
O=C(CSc1nc2ccccc2[nH]1)N/N=C/C=C/c1ccccc1[N+](=O)[O-],1,677,-3.0,611,-0.87,1298,2.1,2.4,9.3,i,34,4%,1.3,i,9,-1%
O=C(C1CCN(c2nnc(N3CCCC3=O)s2)CC1)N1CCN(Cc2ccc3c(c2)OCO3)CC1,6,727,-0.4,1236,-0.34,1033,4.7,1.9,5.7,.,.,-5%,1.1,i,-6,-9%
Cc1cccn2c(=O)c3cc(C(=O)NCCN4CCOCC4)n(Cc4ccccc4)c3nc12,.,.,-1.1,1149,0.19,1015,.,.,.,.,.,4%,1.2,.,.,4%
CCCN1CCN(CCCNC(=O)C2CCCN(c3nc4ccc(OCC)cc4s3)C2)CC1 (stereo not given),0,704,.,.,0.76,1304,1.6,2.0,6.3,i,10,-1%,1.1,i,12,4%
CCOC(=O)c1ccc(Nc2cnc3ccccc3n2)cc1,17,715,-0.3,1448,.,.,1.6,1.3,5.8,i,36,5%,1,i,-32,4%
CCOC(=O)CN1c2ccccc2NC(=O)CC1C (stereo not given),.,.,-0.1,1163,-1.1,1044,6.9,2.4,3.7,i,30,-8%,1.2,i,13,-5%
O=C(NC1CC1)c1cc(-c2ccccn2)nc2ccccc12,.,.,1.3,1295,0.64,1517,3.2,1.8,2.3,i,51,0%,1.1,i,15,-3%
O=C1OCC2=C1C(c1ccc3c(c1)OCO3)Sc1ccccc1N2 (stereo not given),-6,739,.,.,-0.07,1279,2.0,2.2,6.5,i,36,6%,1,i,3,1%
CC(C)Cn1cnc2c1c(=O)n(CC(=O)N(C)C)c(=O)n2Cc1ccccc1,-22,631,-1.3,1083,-0.9,1326,2.8,1.2,1.0,i,31,0%,1.1,i,6,-1%
S=C(c1ccc(-c2ccc(Cl)cc2Cl)o1)N1CCCCC1,0,640,-0.1,1009,-0.95,1831,2.3,2.1,4.3,i,18,7%,1,i,-29,-1%
COCCCN1C(=O)CS/C1=N\S(=O)(=O)c1ccccc1,2,703,-1.5,1271,0.13,1042,.,.,.,i,56,.,.,.,.,.
O=C1CN(S(=O)(=O)c2ccccc2)c2ccccc2N1,-3,670,0.6,1517,0.76,1590,1.3,0.9,7.6,i,43,.,1.1,i,-1,.
CN1CCN(c2ccc(NC(=O)c3ccc(-c4cccc([N+](=O)[O-])c4)o3)cc2)CC1,1,727,-1.7,904,-0.01,1575,1.3,1.3,1.5,i,52,16%,1,i,3,13%
CCOCCCn1cnc2c(c1=O)c1nc3ccccc3nc1n2-c1ccc(C)cc1,.,.,0.9,678,1.2,868,4.0,1.2,2.4,i,28,4%,1.1,i,4,4%
Cc1cc(C)c(C#N)c(SCC(=O)N(C)C2CCCCC2)n1,.,.,0.2,744,-1.1,1362,3.4,3.5,2.1,i,8,9%,1.1,i,7,6%

# Further records:
SMILES,Hep lipid drop,Hep lipid drop cells 6.5 µM,b-catenin transl,b-catenin transl cell count 5 µM,Ins promoter up,Ins promoter up cell count,MT stabilizer,MT stabilizer Hoechst-high %,MT stabilizer cytotoxicity %,T cell modulator,T cell modulator vesicle-bound %,human PMI inhibition,TNAP activators,Autophagy HCS,Autophagy HCS cell loss 18 h,PMI inhibition
O=C1CC(N2CCN(S(=O)(=O)c3cccc(C(F)(F)F)c3)CC2)C(=O)N1Cc1ccccc1 (stereo not given),.,.,-4.9,1074,-0.27,1213,2.5,1.5,11,i,48,2%,1.1,i,1,8%
COc1ccc(C2CC(=O)Nc3ccccc3S2(=O)=O)cc1OC (stereo not given),-4,750,-2.8,1082,-0.69,1098,4.2,2.3,9.1,i,37,5%,1,i,-40,-5%
O=C(/C=C\NCC(=O)c1ccccc1)c1ccc(F)cc1,.,.,-0.4,1407,-0.39,1531,3.5,2.1,6.4,i,12,-31%,1.1,i,-28,-71%
Cc1cccc(S(=O)(=O)c2c(N)n(Cc3ccco3)c3nc4ccccc4nc23)c1,.,.,-0.6,1134,-0.13,1129,1.9,1.1,7.5,i,48,-11%,1.1,i,-8,-9%
COc1cc(-c2nc3oc4ccccc4c(=O)c3c(=O)n2Cc2ccco2)cc(OC)c1OC,.,.,-1.4,1046,.,.,1.8,1.1,7.3,i,49,5%,1.1,i,0,30%
Cc1cc(OCCN2CCOCC2)nc2ccccc12,.,.,1.3,847,-0.34,1329,3.5,1.2,2.1,i,47,-3%,1.1,i,7,0%
Cc1cc(C(=O)CSc2nnc(-c3ccc(F)cc3)o2)c(C)n1CC1COc2ccccc2O1 (stereo not given),.,.,0.3,1344,-0.6,1239,6.6,6.4,9.7,i,29,4%,1,i,-1,4%
C=CCNC(=S)Nc1ccccc1,-1,687,-3.3,1017,-0.09,1643,3.2,0.9,4.7,i,9,1%,1,i,18,9%
O=C(NCC1(c2ccccc2)CCCC1)c1ccccc1Br,-4,620,-1.8,517,-0.3,992,2.7,1.6,6.6,i,42,-2%,1.1,i,4,3%
Cc1cc(C)n(C(=O)c2ccc([N+](=O)[O-])c(Cl)c2)n1,4,619,.,.,0.1,1183,4.8,3.2,7.2,i,41,-1%,1.1,i,-3,-1%
Cc1scc(C(=O)N2CCN(c3ccc(Cl)cc3)CC2)c1C,4,647,5.1,798,-0.56,1693,2.2,1.3,6.6,i,30,7%,1.2,i,3,7%
Cc1ccc(Oc2ncc(-c3ccc(Cl)cc3)cn2)cc1,.,.,-1.9,1467,1.1,1335,1.4,1.4,6.5,i,36,5%,1.1,i,2,5%
COC(=O)c1cc(-c2ccccc2)sc1NC(=O)CN1C(=O)c2ccccc2C1=O,.,.,-0.1,1321,-0.55,1628,1.7,1.3,3.7,i,45,16%,1.1,i,-4,0%
COCCNC(=O)C1CC(c2cccc([N+](=O)[O-])c2)=NO1 (stereo not given),.,.,-1.7,1458,0.56,1687,2.3,1.9,6.8,i,31,-16%,1,i,-31,-5%
O=C(c1ccc(S(=O)(=O)N2CCCC2)cc1)N1CCN(Cc2ccc3c(c2)OCO3)CC1,7,799,-0.3,978,-0.85,1180,2.7,1.7,4.4,i,42,3%,1,i,-7,2%
COCCNC(=O)CSCc1cc(C)cc(C)c1,18,692,-0.1,1216,-0.75,1323,1.9,2.4,4.7,i,18,-9%,1,i,24,-8%

# Filtered by structure, the compounds so far with an aryl thioether with sulfur outside any ring
SMILES,Hep lipid drop,Hep lipid drop cells 6.5 µM,b-catenin transl,b-catenin transl cell count 5 µM,Ins promoter up,Ins promoter up cell count,MT stabilizer,MT stabilizer Hoechst-high %,MT stabilizer cytotoxicity %,T cell modulator,T cell modulator vesicle-bound %,human PMI inhibition,TNAP activators,Autophagy HCS,Autophagy HCS cell loss 18 h,PMI inhibition
CCOC(=O)c1c(NC(=O)CSc2c[nH]c3ccccc23)sc2c1CCCC2,0,628,-3.5,570,-0.48,1039,4.7,2.5,7.5,i,50,1%,1,i,-4,1%
O=C(CSc1nc2ccccc2[nH]1)N/N=C/C=C/c1ccccc1[N+](=O)[O-],1,677,-3.0,611,-0.87,1298,2.1,2.4,9.3,i,34,4%,1.3,i,9,-1%
Cc1cc(C)c(C#N)c(SCC(=O)N(C)C2CCCCC2)n1,.,.,0.2,744,-1.1,1362,3.4,3.5,2.1,i,8,9%,1.1,i,7,6%
Cc1cc(C(=O)CSc2nnc(-c3ccc(F)cc3)o2)c(C)n1CC1COc2ccccc2O1 (stereo not given),.,.,0.3,1344,-0.6,1239,6.6,6.4,9.7,i,29,4%,1,i,-1,4%

# From PubChem
